Screening results: PubChem, National Center for Advancing Translational Sciences (NCATS)
MmCpn inh: Inhibitors of TCP-1 ring complex (TRiC) of Methanococcus maripaludis (MmCpn): qHTS; Potency, µM (series often up to 76.9 µM), for inactives: at the top dose activity, negative = inhibition, most hits filed as inhibitors; purified Mm-Cpn ATPase, ADP Transcreener TR-FRET; Chaperonin Mm-Cpn (Methanococcus maripaludis); AID 504842, 2011; actives 0.031% (n = 330,000); also: potency is read from the fitted curve at half-maximal effect; % is scaled to controls: 0 for no effect and ±100 for the full control effect; nearly all actives have a fitted effect of over 80% in size
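Eu-cryptate anti-ADP/ADP-d2 competition gives a ratio inversely related to ADP. Enzyme at 25 nM was pre-exposed to compound for 10 min, then given 10 uM ATP for 30 min, 37°C throughout.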
EPAC2 ag: qHTS for Agonist of cAMP-regulated guanine nucleotide exchange factor 4 (EPAC2): primary screen. EPAC2 activation, biochemical qHTS; response scale: 100% = 6.5 mM cAMP response. Potency, µM (highest dose often 154 µM), for inactives: at the top dose activation, usual class: activators. actives 0.079% (n = 360,000); also: potency is read from the fitted curve at half-maximal effect; nearly all actives have a fitted effect of over 50% in size
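Setup: EPAC2 100 nM, labeled Rap1B complex 250 nM, free GDP 50 uM. Compound titrations pinned in, brief spin, 5 min room temperature incubation. Kinetic fluorescence read over 30 min, normalized to 6.5 mM cAMP.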
DRD3 agonist: qHTS of D3 Dopamine Receptor Agonist: qHTS. D(3) dopamine receptor (Homo sapiens), P35462. max activation, %. D3R DiscoveRx beta-arrestin cells, luminescence, 90 min. actives 0.58% (n = 410,000); in the data active = max activation above about 30%; also: 0% is about no effect; mostly tested at two doses, the higher about 12 µM
Target sequence (P35462 whole entry, looked up): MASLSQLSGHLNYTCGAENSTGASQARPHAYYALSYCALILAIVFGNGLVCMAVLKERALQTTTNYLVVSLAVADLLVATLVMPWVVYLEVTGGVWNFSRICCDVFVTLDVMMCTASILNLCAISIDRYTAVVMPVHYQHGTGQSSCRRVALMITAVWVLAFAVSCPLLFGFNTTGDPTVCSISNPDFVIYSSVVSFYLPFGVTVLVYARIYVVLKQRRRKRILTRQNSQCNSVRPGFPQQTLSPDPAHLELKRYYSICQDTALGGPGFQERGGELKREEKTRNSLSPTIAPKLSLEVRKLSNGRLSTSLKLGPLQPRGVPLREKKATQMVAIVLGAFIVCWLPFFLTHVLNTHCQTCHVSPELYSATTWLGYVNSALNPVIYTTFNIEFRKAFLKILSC
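Agonist mode: compounds and dopamine controls were applied to plated cells for 90 min at 37 degrees C after an overnight attachment at 1500 cells/well. Luminescent read-out followed 30 - 60 minutes at room temperature with DiscoveRx detection reagent.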
PTHR1 ag: qHTS for PTHR1 Agonists: Primary Screen | HEK293 GP2 PTHR1 cells, GloSensor cAMP luminescence, 1 h | Potency, µM (titrated, usually from 115 µM), inactives show at the top dose activation, most hits filed as activators | actives 0.075% (n = 410,000); also: potency is read from the fitted curve at half-maximal effect; nearly all actives have a fitted effect of over 55% in size; some results filed as inactive show a strong effect at the top dose; inactives centre near -15; many of its hits are not listed in these tables
Target sequence (Q03431 whole entry, looked up): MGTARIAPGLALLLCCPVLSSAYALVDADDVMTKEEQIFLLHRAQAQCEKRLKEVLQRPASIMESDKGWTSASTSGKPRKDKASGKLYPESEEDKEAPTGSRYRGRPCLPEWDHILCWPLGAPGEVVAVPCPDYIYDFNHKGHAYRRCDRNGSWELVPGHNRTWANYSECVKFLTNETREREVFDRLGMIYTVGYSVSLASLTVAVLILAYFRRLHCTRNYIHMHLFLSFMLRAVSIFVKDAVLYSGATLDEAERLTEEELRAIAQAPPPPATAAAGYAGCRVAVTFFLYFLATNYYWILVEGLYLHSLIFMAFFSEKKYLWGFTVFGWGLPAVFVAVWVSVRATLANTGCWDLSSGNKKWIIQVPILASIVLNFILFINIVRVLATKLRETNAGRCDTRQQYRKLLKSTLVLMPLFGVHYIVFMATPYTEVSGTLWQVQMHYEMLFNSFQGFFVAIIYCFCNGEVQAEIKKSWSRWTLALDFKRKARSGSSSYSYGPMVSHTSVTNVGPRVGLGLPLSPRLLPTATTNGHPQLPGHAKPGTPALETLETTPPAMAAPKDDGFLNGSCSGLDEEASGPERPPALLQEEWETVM
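HEK-293-derived GP2 cells expressing PTHR1 and a GloSensor cAMP reporter, 3,000/well, plated overnight, given luciferin plus IBMX (each 0.5 mM as added) for 1 h at 37 °C, then compound for 1 h at 37 °C. Luminescence was read after 15 min at room temperature.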
pAkt inh: HTS Assay for Inhibitors of Akt Phophorylation: Primary Screen; Neuro2A IGF-stimulated pAkt S473 HTRF, 20 min; active compounds read low; activity change, % for hits at 50 µM; actives 0.32% (n = 360,000); AID 651550, 2012; in the data active = activity change below about -80%; inconclusive = mostly about -51% to -80%; also: % is scaled to controls: 0 for no effect and ±100 for the full control effect
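Neuro2A cells in DMEM with 0.5% FBS, overnight at 37 deg C, given compound at single 50 µM final, then IGF (6 nM final) for 20 min at 37 deg C. Lysed; phospho-Akt Ser473 by HTRF after 24 h, 665/615 ratio.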
DRD3 antagonist: qHTS of D3 Dopamine Receptor Antagonist: qHTS. max response, negative = inhibition, %. D3R cells, DiscoveRx beta-arrestin luminescence, antagonist mode; active compounds read low. D(3) dopamine receptor (Homo sapiens), P35462. actives 2.5% (n = 360,000). AID 652054, 2013; in the data active = max response below about -50%; inconclusive = no clear call, values can overlap the other calls; also: % is scaled to controls: 0 for no effect and ±100 for the full control effect; mostly tested at two doses, the higher about 12 µM
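Cells plated overnight at 1500 cells/well, then exposed to library compounds with dopamine controls for 90 minutes at 37 degrees C. DiscoveRx reagent added for 30–60 minutes at room temperature; luminescence read, quantitative HTS format.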
CCT modulator: High-Throughput Screening for Modulators of Cytosolic Chaperonin Activity | actives 0.3% (n = 360,000) | activity change, % (no concentration beside the values), hits read low | AID 651819, 2012 | purified chaperonin ATPase assay, HTRF ADP detection, 30 min; in the data active = activity change below about -30%; also: % is scaled to controls: 0 for no effect and ±100 for the full control effect
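ATPase activity: ADP formed was measured by HTRF Transcreener (665/615 nm ratio) after 30 min at 37 deg C with 10 uM ATP. Compounds screened at one 76 uM concentration against 40 or 20 nM TRiC in Tris pH 7.4/KCl/MgCl2/DTT buffer.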
EPAC2 antagonist: qHTS for Antagonist of cAMP-regulated guanine nucleotide exchange factor 2 (EPAC2): primary screen. Rap guanine nucleotide exchange factor 4 (Homo sapiens), Q8WZA2. EPAC2 GEF exchange of Rap1B-BODIPY-GDP, fluorescence. Potency, µM (titrated, usually from 114 µM), for the others: at the highest dose activity, negative = inhibition, hits mostly inhibitors. actives 0.18% (n = 360,000); also: potency is read from the fitted curve at half-maximal effect; % is scaled to controls: 0 for no effect and ±100 for the full control effect; nearly all actives have a fitted effect of over 45% in size; many of its hits are not listed in these tables
An asterisk follows results filed as active; i = inactive; ? = inconclusive; / = not tested or not shown; [ ] = remark or other dose. Unless noted, calls follow the shape of the dose curve; as a rule, active = well fitted curve in the direction sought with a large enough effect; inconclusive = small, poorly fitted or top-dose-only effect, or another doubt; inactive = no such curve, though single readings can be large; an effect the other way counts as inactive or inconclusive. An excerpt. The share of hits here may be higher or lower than overall.

Sequence of screens – MmCpn inh	EPAC2 ag	DRD3 agonist	PTHR1 ag	pAkt inh	DRD3 antagonist	CCT modulator	EPAC2 antagonist
> O=C1C2C3C=CC(C3)C2C(=O)N1c1ccc(N2CCN(c3ccccn3)CC2)c([N+](=O)[O-])c1 (stereo not drawn)
  0%	10%	-5	-30%[inhibitor]	i	-7	1.0	-7%
> O=C(CNC(=O)c1ccco1)OC(C(=O)c1ccccc1)c1ccccc1 (stereo not drawn)
  3%	-3%	-3	i	i	15	2.5	17%
> CC(C)(C)c1ccc(CC(=O)N2CCC2(C)C(=O)Nc2cnc3ccccc3c2)cc1 (stereo not drawn)
  /	3%	-3	-60%[inhibitor]	i	10	-0.7	-27%
> Cc1cccc(C(=O)Nc2nnc(COc3ccccc3)s2)c1
  -2%	-1%	3	-6%	i	4	-1.9	-2%
> CCC1(c2ccc(Cl)cc2)NC(=O)N(CC(=O)NC2(C#N)CCCCC2)C1=O (stereo not drawn)
  1%	8%	-11	10%	i	-23	-0.7	1%
> Cc1c(NC(=O)/C(C#N)=C/c2c(N3CCCCC3)nc3ccccn3c2=O)c(=O)n(-c2ccccc2)n1C
  -4%	6%	4	i	i	4	1.3	2%
> COc1ccc(NC(=O)c2cc(-c3cc(F)ccc3OC)n[nH]2)cc1OC
  /	16%	-1	-4%	i	-25	-2.0	5%
> CCc1cc2c(=O)n(Cc3ccco3)c(SCC(=O)NCC3CCCO3)nc2s1 (stereo not drawn)
  0%	8%	-32	-28%	i	4	1.0	-5%
> COC(=S)N/C(=N\S(=O)(=O)c1ccc(Cl)cc1)c1ccccc1
  1%	12%	4	-2%	i	-5	0.3	-11%
> C=CCc1cc(C)ccc1OCCOCCn1ccnc1
  -3%	4%	-2	i	i	13	-0.7	-1%

Further compounds.
Sequence of screens – MmCpn inh	EPAC2 ag	DRD3 agonist	PTHR1 ag	pAkt inh	DRD3 antagonist	CCT modulator	EPAC2 antagonist
> Cc1ccc(C)c(NC(=O)CN(C)C(C)C(=O)N2CC(C)CC(C)C2)c1 (stereo not drawn)
  -4%	4%	-11	i	i	-6	1.5	13%
> COc1ccc(N(CC(=O)Nc2cccc(C(F)(F)F)c2)S(C)(=O)=O)cc1
  4%	8%	-4	-8%	i	-15	-3.0	-2%
> CC1CCCCC1NC(=O)CCS(=O)(=O)c1ccc2c(c1)NC(=O)CO2 (stereo not drawn)
  2%	-5%	5	i	i	14	0.2	-4%
> COc1ccc(/C=N/NC(=O)c2ccc(Br)cc2)cc1Cn1cc(Cl)cn1
  -4%	7%	-22	i	i	-23	-1.3	1%
> COc1ccc(-c2noc(CCC(=O)NCc3ccco3)n2)cc1
  -3%	8%	-6	i	i	171	-1.7	-2%
> O=C1CCCN1CCCNC(=S)Nc1ccccc1Cl
  0%	0%	3	-1%	i	-14	-5.2	-1%
> CC(OC(=O)CN1C(=O)NC2(CCCC2)C1=O)C(=O)Nc1cccc(Cl)c1 (stereo not drawn)
  0%	8%	3	i	i	1	-2.6	8%
> C=CCN(CC=C)C(=S)Nc1ccccc1
  -3%	3%	-9	-1%[57.5 µM]	i	-9	-1.1	5%
> COc1ccc(C)cc1NC(=O)NCCC1=CCCCC1
  0%	8%	-30	i	i	-72*	-1.6	-2%
> Cc1cc(C(=O)CN2C(=O)C(=O)N(Cc3ccco3)C2=O)c(C)n1CCc1ccccc1
  -3%	3%	-3	-18%	i	15	-3.8	12%

Continuation:
Sequence of screens – MmCpn inh	EPAC2 ag	DRD3 agonist	PTHR1 ag	pAkt inh	DRD3 antagonist	CCT modulator	EPAC2 antagonist
> CC(=O)Oc1ccc2c(c1)c(C(C)=O)c(C)n2C
  1%	0%	1	-15%	i	-14	0.2	3%
> CCOc1ccccc1Nc1nnc(SCC(=O)N(C)C2CCS(=O)(=O)C2)s1 (stereo not drawn)
  0%	-9%	-12	i	i	-8	-1.0	4%
> CCCNC(=O)C(Cc1cccc(Br)c1)NC(=O)c1ccc(C#N)cc1 (stereo not drawn)
  2%	-8%	-8	-6%	i	-11	-0.2	-21%
> CSc1nccc(N2CCN(c3ccc(F)cc3)CC2)n1
  0%	9%	-6	-38%[inhibitor]	i	10	1.5	-4%
> O=c1[nH]c2ccc(NC(=S)Nc3ccc(F)cc3)cc2[nH]1
  -2%	3%	9	i	i	-8	-3.7	1%
> COc1ccc(NC(C)=O)cc1S(=O)(=O)N1CC=C(c2ccccc2)CC1
  -1%	1%	2	-10%	i	24	-4.5	7%
> CC(=O)c1cccc(NC(=O)N2CCCCCC2)c1
  2%	5%	5	-1%	i	3	-3.5	-6%
> COc1ccc(NC(=O)CC2SC(N3CCOCC3)=NC2=O)cc1OC (stereo not drawn)
  0%	0%	-4	i	i	13	0.1	-1%
> CCOc1ncccc1C(=O)NCCc1ccc(OC)cc1
  4%	2%	0	i	i	8	2.0	3%
> O=C(CSc1nnc(-c2ccc(OC(F)F)cc2)o1)NC(=O)NCc1ccco1
  -1%	-15%	5	-3%	i	13	-2.1	-2%

Additional records:
Sequence of screens – MmCpn inh	EPAC2 ag	DRD3 agonist	PTHR1 ag	pAkt inh	DRD3 antagonist	CCT modulator	EPAC2 antagonist
> COc1cc(NC(=O)CN2C(=O)COc3ccc(S(=O)(=O)N4CCCC4)cc32)cc(OC)c1
  -1%	2%	-4	i	i	-12	0.4	-7%
> Cc1ccc(-c2cc(C(=O)Nc3ccc(S(=O)(=O)Nc4onc(C)c4C)cc3)c3ccccc3n2)cc1
  2%	-9%	-1	-34%[inhibitor]	i	-2	-0.6	-9%
> Cc1ccc(CNC(N)=S)cc1
  2%	5%	1	i	i	22	-1.2	0%
> Cc1nc(-c2cccnc2)sc1C(=O)Nc1cccc(C(F)(F)F)c1
  -3%	13%	-3	i	i	20	0.0	-6%[57.1 µM]
> O=C(NC(=O)c1c(F)cccc1F)Nc1cccc(Oc2ncc(Cl)cn2)c1
  /	-4%	-6	i	i	8	1.5	4%
> CC(C)NC(=O)c1onc(CSc2ccc(F)cc2)c1C(=O)NC(C)C
  0%	6%	2	-22%	i	7	-2.4	-20%
> COc1ccc(N(C(=O)c2ccn[nH]2)C(C(=O)NC(C)(C)C)c2ccc(F)cc2)cc1 (stereo not drawn)
  -3%	7%	0	-23%	i	6	-0.5	1%
> Cc1cc(-c2ccc(Cl)cc2)n2nc(C)cc2n1
  0%	6%	-4	i	i	6	-1.6	?
> CC1CN(S(=O)(=O)c2cccc(C(=O)NCc3ccccn3)c2)CC(C)O1 (stereo not drawn)
  -4%	3%	3	6%	i	18	-2.0	2%
> O=C1Cc2ccccc2C(=O)N1c1cccc(Cl)c1
  -1%	0%	-1	i	i	9	-0.1	-4%

Additional structures.
Sequence of screens – MmCpn inh	EPAC2 ag	DRD3 agonist	PTHR1 ag	pAkt inh	DRD3 antagonist	CCT modulator	EPAC2 antagonist
> O=C(O)c1cccc(NC(=O)c2ccccc2NC(=O)c2cccc([N+](=O)[O-])c2)c1
  -3%	8%	0	i	i	-2	-2.8	2%
> CC(=O)Nc1ccc(OCCCN2CCC(C(O)(c3ccccc3)c3ccccc3)CC2)cc1
  /	7%	-12	-4%	i	-104*	0.3	7%
> CCOC(=O)C(NC(=O)OC(C)C)(Nc1nccs1)C(F)(F)F (stereo not drawn)
  1%	-9%	-3	i	i	-2	-0.8	6%
> Cc1ccc2nc(SCC(=O)Nc3cc([N+](=O)[O-])ccc3F)[nH]c2c1
  0%	-4%	-21	i	i	-20	-1.4	13%
> COc1ccccc1C(=O)Nc1c2c(nn1-c1cccc(C)c1C)CS(=O)C2 (stereo not drawn)
  -1%	-1%	1	-22%	i	-1	0.4	11%
> O=C(NC1CCCCC1)c1cc(S(=O)(=O)N2CCN(c3ccccc3)CC2)ccc1Cl
  -3%	1%	6	-34%	i	-10	-0.7	2%
> O=C(CSCc1cccs1)N1CCCC1
  1%	-6%	-5	-1%[57.5 µM]	i	-24	-3.0	-7%
> CN(C)c1ccc(P(=O)(Nc2ccccc2)N2CCOCC2)c(NC(=O)c2cccs2)c1 (stereo not drawn)
  -2%	9%	-1	i	i	9	0.9	9%
> COc1cc(CNCCNC(=O)c2cccs2)cc(OC)c1OC
  1%	14%	-7	-29%	i	1	-0.3	3%
> COc1ccc(CN(C)C(C)C(=O)Nc2ccc(S(=O)(=O)N3CCOCC3)cc2)c(OC)c1 (stereo not drawn)
  -1%	1%	-3	-8%	i	-2	-0.2	-11%
> C[C@H](O)C#Cc1cnc2c(c1)C(=O)N([C@H](C)CO)C[C@@H](C)[C@H](CN(C)C(=O)Nc1ccc(C(F)(F)F)cc1)O2
  /	4%	-9	-5%	i	0	-3.0	10%
> CCCCCOC(=O)C1C2C=CC3(CN(c4ccccc4C)C(=O)C13)O2 (stereo not drawn)
  1%	-3%	0	i	i	-3	-0.5	14%[57.1 µM]
> Cc1ccc2c(c1)C1CN(C)CCC1N2S(=O)(=O)c1cc(C(F)(F)F)ccc1Cl (stereo not drawn)
  3%	14%	-13	29%	i	0	-0.8	-9%

Entries shown so far that have a cyano group (three):
Sequence of screens – MmCpn inh	EPAC2 ag	DRD3 agonist	PTHR1 ag	pAkt inh	DRD3 antagonist	CCT modulator	EPAC2 antagonist
> CCC1(c2ccc(Cl)cc2)NC(=O)N(CC(=O)NC2(C#N)CCCCC2)C1=O (stereo not drawn)
  1%	8%	-11	10%	i	-23	-0.7	1%
> Cc1c(NC(=O)/C(C#N)=C/c2c(N3CCCCC3)nc3ccccn3c2=O)c(=O)n(-c2ccccc2)n1C
  -4%	6%	4	i	i	4	1.3	2%
> CCCNC(=O)C(Cc1cccc(Br)c1)NC(=O)c1ccc(C#N)cc1 (stereo not drawn)
  2%	-8%	-8	-6%	i	-11	-0.2	-21%
